GRK2 aptamer HTS – blocks RNA aptamer binding to human GRK2. 0.59% of 330,000 active. P25098. bead flow cytometry, FAM-aptamer displacement from GRK2. inhibition of aptamer binding, % at 10 µM;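 active = inhibition of aptamer binding above 40%, roughly 3 SD of noise, on plates passing a quality check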;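 note: median bead fluorescence of bound FAM aptamer so fluorescent compounds give negative values; no value below 0 was filed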
CR mimetic SO – lowers age-related superoxide in aged yeast cells | 0.18% of 330,000 active | superoxide response (% of plate mean), % at 10 µM | S. cerevisiae aged cells, superoxide DHE fluorescence; stronger effect = lower value;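 active = superoxide response under a set limit, about three screen SD below normal, cut at about 65% in these data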;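 note: yeast aged for seven days with compound at 30 °C before DHE staining; 100% = average MFI of all compound-treated wells on the plate with controls excluded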
MEX-5 binding – C. elegans MEX-5 TCR-2 RNA binding activity. MEX-5/FITC-TCR2 RNA binding, fluorescence polarization; stronger effect = lower value. activity score (negative = inhibition of binding), % at 10 µM. AID 1832. 0.38% of 300,000 active;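 active = inhibition past about -25% in most replicates, and total fluorescence under double the plate's negative control median, limit read from the data; inconclusive = replicates evenly split on the limit, or fluorescence at least double controls; inactive = too little inhibition in most replicates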;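 note: 0% = DMSO and -100% = 5 µM competing unlabeled TCR2 RNA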
GLD-1 RNA inh – GLD-1-TGE RNA interaction inhibition (C. elegans) | Q17339 | purified GLD-1 + fluorescein TGE RNA, fluorescence polarization | inhibition, % at 5.96 µM | 0.44% of 320,000 active | AID 2280;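 active = percent inhibition above a per-plate cutoff, the plate mean of test compounds plus 3 SD, cut at about 30% in these data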;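 note: 0% = DMSO wells with GLD-1 and probe and 100% = wells lacking GLD-1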
Bcl-xL primary – blocks human Bcl-xL binding to Bim BH3 peptide | 0.7% of 320,000 active | Q07817 | GST-Bcl-xL / FITC-Bim BH3 peptide fluorescence polarization | inhibition, % at 10.9 µM;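 active = inhibition above the mean of all tested compounds plus 3 SD, cutoff set per campaign, cut at about 30% in these data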;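 note: 0% = DMSO wells and 100% = unlabeled Bim-BH3 peptide competitor; inhibitors lower millipolarization by displacing the labeled peptide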
MCL1-BIM inh – inhibitors of human MCL1 binding to BIM-BH3 peptide | GST-MCL1 / FITC-Bim-BH3 fluorescence polarization | inhibition, % at 10.9 µM | Q07820 | 0.68% of 320,000 active | AID 2057;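 active = inhibition above the mean inhibition of all tested compounds plus 3 SD, set per campaign, cut at about 40% in these data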;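 note: 0% = DMSO wells and 100% = unlabeled Bim-BH3 peptide control; higher means more loss of mP so more displacement of Bim peptide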
VLA-4 inh – inhibition in a human VLA-4 binding assay; VLA-4 expressing cells, ligand binding flow cytometry; inhibition, % (about 7 µM as worked out from the volumes in the protocol); 0.2% of 330,000 active; AID 2557; in the data active = inhibition above about 50%
Target sequence (P13612 whole entry, looked up): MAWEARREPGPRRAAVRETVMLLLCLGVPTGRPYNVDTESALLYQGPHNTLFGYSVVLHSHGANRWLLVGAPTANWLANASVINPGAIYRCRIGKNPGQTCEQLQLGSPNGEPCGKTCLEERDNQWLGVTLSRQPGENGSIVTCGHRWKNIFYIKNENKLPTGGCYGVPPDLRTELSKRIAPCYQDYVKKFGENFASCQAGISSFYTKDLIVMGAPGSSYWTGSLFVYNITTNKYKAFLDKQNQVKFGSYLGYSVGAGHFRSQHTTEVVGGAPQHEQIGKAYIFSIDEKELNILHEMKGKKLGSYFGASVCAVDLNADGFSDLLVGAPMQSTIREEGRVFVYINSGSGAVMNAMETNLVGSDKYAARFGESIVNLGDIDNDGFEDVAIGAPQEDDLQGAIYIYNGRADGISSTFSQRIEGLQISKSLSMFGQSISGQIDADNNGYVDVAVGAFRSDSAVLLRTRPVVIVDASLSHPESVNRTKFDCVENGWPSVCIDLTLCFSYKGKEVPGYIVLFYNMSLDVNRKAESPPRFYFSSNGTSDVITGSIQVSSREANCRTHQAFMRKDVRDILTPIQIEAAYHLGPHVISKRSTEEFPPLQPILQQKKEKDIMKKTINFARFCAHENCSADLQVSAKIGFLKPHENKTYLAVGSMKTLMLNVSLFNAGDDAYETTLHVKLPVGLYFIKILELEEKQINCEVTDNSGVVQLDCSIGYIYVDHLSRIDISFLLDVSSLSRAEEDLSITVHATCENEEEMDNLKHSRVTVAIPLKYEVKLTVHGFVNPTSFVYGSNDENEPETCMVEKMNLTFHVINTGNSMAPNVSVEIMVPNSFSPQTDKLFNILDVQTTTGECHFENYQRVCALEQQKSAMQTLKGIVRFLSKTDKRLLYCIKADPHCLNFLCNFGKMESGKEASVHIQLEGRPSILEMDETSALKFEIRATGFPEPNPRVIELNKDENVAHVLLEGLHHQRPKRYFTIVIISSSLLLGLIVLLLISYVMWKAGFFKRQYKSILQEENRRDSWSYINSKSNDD
CIT2-GFP yeast – yeast TOR pathway CIT2-GFP modulation. S. cerevisiae CIT2-GFP strain, flow cytometry, 3 h; 100 means same as DMSO wells. GFP response vs DMSO, % at 10 µM. 0.065% of 320,000 active. AID 2029;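 active = GFP response relative to DMSO above a set limit, near the screen mean plus 3 SD, cut at about 150% in these data; inconclusive = Fewer than 70 cells measured for a yeast strain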;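 note: ratio of well median GFP fluorescence to mean of DMSO wells on the plate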
AGP1-GFP MLPCN – alters AGP1-GFP fluorescence in TOR pathway yeast screen | 0.02% of 320,000 active | GFP response vs DMSO, % at 10 µM | S. cerevisiae AGP1-GFP multiplex flow cytometry, 3 h; GFP as percent of DMSO wells;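 active = GFP response relative to DMSO above a set limit, near screen average plus 3 SD, cut at about 150% in these data; inconclusive = fewer than 70 cells counted for the yeast strain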;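 note: median GFP channel fluorescence of the gated AGP1 strain per well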
The depositor's hits bear a star; u = inconclusive; x = no result given.

SMILES	GRK2 aptamer HTS	CR mimetic SO	MEX-5 binding	GLD-1 RNA inh	Bcl-xL primary	MCL1-BIM inh	VLA-4 inh	CIT2-GFP yeast	AGP1-GFP MLPCN
Cn1c(SCn2nnc3ccccc3c2=O)nc2ccccc2c1=O	3	104	-4.8	-2	2	-7	-5	97	101
COc1cccc2cc(C(=O)C3=C(O)C(=O)N(CCN4CCOCC4)C3c3cccc(Cl)c3)oc12 (centres undefined)	0	103	1.1	-6	2	0	4	102	102
Cc1ccc(S(=O)(=O)N2CCC(C(=O)OCC(=O)N(CC(C)C)C3CCS(=O)(=O)C3)CC2)cc1C (centres undefined)	0	99	1.9	3	0	-6	6	98	96
CC(=O)N1CCc2cc(S(=O)(=O)NCCC(=O)N3CCc4ccccc4C3)ccc21	1	111	0.5	7	5	-3	-3	107	106
CCN(c1ccccc1)S(=O)(=O)c1ccc(C(=O)Nc2ncccc2C)cc1	0	102	-0.5	2	-2	0	4	96	103
O=C(CCS(=O)(=O)Cc1ccccc1)Nc1nncs1	0	109	-2.2	0	3	1	0	100	105
CCCOc1ccc(C2c3c(oc4ccccc4c3=O)C(=O)N2CCCN2CCOCC2)cc1 (centres undefined)	0	109	1.5	5	5	5	10	98	96
Cc1cccc(-n2c(Cc3cc(=O)[nH]c(=O)[nH]3)nnc2SCC(=O)N2CCc3ccccc32)c1	0	103	-1.3	9	1	3	8	103	102
CN(C)CC(C)(C)CNc1ccc(S(=O)(=O)N2CCCC2)cn1	0	98	x	9	x	x	2	104	101
CCOc1cccc(C(=O)Nc2nccs2)c1	1	89	1.0	-2	1	-2	-5	103	94
CCCCCn1c(SCC(=O)CC(=O)OCC)nc2cc(C(=O)N3CCC(C(N)=O)CC3)ccc2c1=O	0	89	-1.5	3	4	3	6	121	118
O=S(=O)(Cc1ccccc1)C1CCCCC1O (centres undefined)	1	108	0.4	6	-2	-6	12	100	103
O=C(N/N=C/c1cc(Br)c(O)c(Br)c1)c1cc2c(ccc3ccccc32)o1	0	112	x	x	x	x	2	92	64
Cc1cc(NC(=O)c2cccs2)no1	3	90	3.4	1	2	-2	7	82	93
CCOC(=O)CSC1=C(C#N)C(c2ccco2)C(C(=O)OCc2ccccc2)=C(C)N1 (centres undefined)	3	99	0.9	2	0	-1	10	99	102
CC(=O)NCCNC(=O)c1ccc(-n2c(C)ccc2C)cc1	2	102	3.6	2	8	6	1	109	114
CCn1c(-c2ccccc2)c(C(=O)CCl)c2ccccc21	5	99	-2.0	-2	10	8	1	83	98
O=C(NCCc1csc(-c2ccccc2)n1)c1ccco1	0	99	2.5	-6	0	3	-25	88	94
CCOc1ccc(-c2nnn(CC(=O)NCc3cccs3)n2)cc1	1	98	1.8	5	3	2	12	95	93
COc1ccc(N/N=C(/N=Nc2nc(C)cc(=O)[nH]2)c2ccccc2)cc1	0	91	-1.1	5	3	7	1	88	94
COc1ccc(N2C(=O)N(Cc3ccc(C)cc3)c3ccccc3S2(=O)=O)cc1	0	117	0.5	-4	-7	-4	24	99	103
COc1cccc(-n2c(CN3CCN(c4cccc(C)c4)C(C)C3)nc3ccc([N+](=O)[O-])cc3c2=O)c1 (centres undefined)	0	90	-0.1	5	4	5	8	99	103
CCCCCCNC(=O)CC(NS(=O)(=O)c1ccc(NC(C)=O)cc1)C(C)C (centres undefined)	0	102	-0.3	1	0	6	0	96	91
CCN(CC)S(=O)(=O)c1ccc(NC(=O)c2ccc(N(C)S(C)(=O)=O)cc2)cc1	1	92	2.1	2	5	-3	2	104	111
Cc1ccc(N2C(=O)C3C(C2=O)N2CCCN2C3c2ccccc2)cc1C (centres undefined)	3	99	0.1	3	1	-2	6	101	x
Next part
SMILES	GRK2 aptamer HTS	CR mimetic SO	MEX-5 binding	GLD-1 RNA inh	Bcl-xL primary	MCL1-BIM inh	VLA-4 inh	CIT2-GFP yeast	AGP1-GFP MLPCN
C=CCn1c(-c2cc(Cl)ccc2OC)n[nH]c1=S	0	90	5.3	2	-19	-11	2	119	103
Cc1ccc(-c2nnc(Nc3ccc(O)cc3)c3ccccc23)cc1S(=O)(=O)NCCO	3	106	-0.2	x	x	x	0	107	108
COc1ccc(S(=O)(=O)Nc2ccccc2N2CCOCC2)cc1[N+](=O)[O-]	0	109	1.4	-1	2	2	-1	105	101
CC(=O)c1c(C)[nH]c(C(=O)COC(=O)c2cccnc2Cl)c1C	3	106	x	1	-1	0	-6	90	90
CC1CCc2c(sc3nc(CN4CCOCC4)nc(NS(=O)(=O)c4cccc([N+](=O)[O-])c4)c23)C1 (centres undefined)	0	99	1.0	1	-2	4	3	96	x
Cc1c(C(=O)NCc2ccco2)oc2c(F)cccc12	2	89	x	3	2	2	12	101	97
Cc1ccc(-c2n[nH]c(=S)n2/N=C/c2ccc(C(=O)O)cc2)cc1	0	85	-2.9	0	-26	-12	13	93	96
CCCCC(NS(=O)(=O)c1ccc(OC)cc1)C(=O)O (centres undefined)	2	109	-0.5	-3	1	1	2	87	83
CN(CC(=O)NC(=O)NCc1ccco1)Cc1nc2ccccc2c(=O)[nH]1	18	98	0.3	-1	8	22	-5	98	110
CC(=O)Nc1nonc1-c1ccccc1	1	91	-0.4	1	4	4	20	100	104
O=C(COC(=O)COc1ccc(Br)cc1)NCCC1=CCCCC1	2	104	-0.4	1	5	-1	13	94	95
COc1cc(/C=C/C(=O)c2ccc(NS(=O)(=O)c3ccc(C)cc3)cc2)ccc1OC(F)F	0	105	1.0	8	5	8	10	87	122
CCN(C(=O)CN1CCN(S(=O)(=O)c2cc(Cl)ccc2Cl)CC1)c1c(N)n(Cc2ccccc2)c(=O)[nH]c1=O	3	115	1.4	3	-6	-6	7	84	88
CCn1ncc(C2=NOC(C(=O)Nc3ccccc3C(=O)OC)C2)c1C (centres undefined)	1	87	2.2	3	3	5	-2	107	105
Cc1c(Cl)ccc2sc(N3CCN(C(=O)C4=COCCO4)CC3)nc12	2	100	0.5	1	4	0	0	86	93
Cc1ccc(N2CC(C(=O)N3CCC(C(=O)Nc4nnc(C(C)(C)C)s4)CC3)CC2=O)cc1 (centres undefined)	4	100	0.9	-6	0	6	8	106	106
CC(C)(C)NC(=O)CN(CC1CCCO1)C(=O)CNS(=O)(=O)c1ccc(F)cc1 (centres undefined)	0	105	0.4	12	0	-4	3	103	98
COc1ccc(Nc2nc(-c3cccs3)cs2)c(OC)c1	1	98	-1.1	14	2	3	-4	94	92
CCCc1ccc(C(C)NC(=S)NCc2ccc(F)cc2)cc1 (centres undefined)	0	112	1.7	2	3	2	-1	98	100
COCCCn1c(SCC(=O)NC2CCCCC2)nnc1-c1ccco1	0	101	2.6	-2	8	4	0	104	102
COc1ccc2cc(C3OCCO3)c(Cl)nc2c1	0	109	-3.8	4	6	6	-3	99	101
O=C(O)C1(c2ccccc2)CCN(S(=O)(=O)c2cccc(Cl)c2)CC1	2	100	0.8	1	4	3	-10	u	u
O=c1c2ccccc2nc(SCc2cc(F)ccc2F)n1C1CCCC1	0	104	-1.0	8	5	2	2	103	98
Cc1ccnc(NS(=O)(=O)c2cc([N+](=O)[O-])ccc2C)c1	0	103	0.9	1	-3	-3	-7	94	105
O=C1CCCC2=C1C(c1ccccn1)Nc1ccc(C(=O)c3ccccc3)cc1N2 (centres undefined)	0	102	-0.9	8	6	1	5	107	107

Quoted at random: 2 entries already listed
SMILES	GRK2 aptamer HTS	CR mimetic SO	MEX-5 binding	GLD-1 RNA inh	Bcl-xL primary	MCL1-BIM inh	VLA-4 inh	CIT2-GFP yeast	AGP1-GFP MLPCN
O=C(COC(=O)COc1ccc(Br)cc1)NCCC1=CCCCC1	2	104	-0.4	1	5	-1	13	94	95
CCCc1ccc(C(C)NC(=S)NCc2ccc(F)cc2)cc1 (centres undefined)	0	112	1.7	2	3	2	-1	98	100

(more compounds)
SMILES	GRK2 aptamer HTS	CR mimetic SO	MEX-5 binding	GLD-1 RNA inh	Bcl-xL primary	MCL1-BIM inh	VLA-4 inh	CIT2-GFP yeast	AGP1-GFP MLPCN
O=C(Nc1ccc(C(=O)N2CCCC2)cc1)c1ccc(F)cc1Cl	4	90	1.6	-2	5	1	18	108	100
COc1ccc(C(C#N)=C2C=CC(=NO)C=C2)cc1	0	120	0.4	2	1	-4	-5	83	91
CCCCN(CCCC)CC1OCc2ccccc2CO1	2	103	-1.3	3	1	4	2	99	110
Brc1ccc(/C=N/n2cnnc2)s1	0	100	-2.1	1	2	2	9	96	98
Cc1nc2nc(SCC(=O)NCCCN3CCOCC3)nn2c(C)c1Cc1ccccc1	3	105	0.0	6	3	-4	1	106	102
Cn1c(=O)c2c(nc(N3CCCC3)n2C)n(C)c1=O	0	104	0.2	7	3	6	5	100	94
Cc1nnc(SCC(=O)N2CCN(c3ccccc3)CC2)n1C1CC1	0	109	x	4	3	-3	6	102	106
CCN(CC(=O)Nc1cc(Cl)ccc1C)C(=O)CCS(=O)(=O)c1ccc(Cl)cc1	0	92	-1.2	0	1	0	13	98	98
COC(=O)c1ccc2c(=O)[nH]c(COC(=O)CCC(=O)c3ccc(Cl)cc3)nc2c1	2	102	3.3	9	-1	-2	2	71	81
Cc1ccc(/C=N/Nc2ccnc3cc(Cl)ccc23)c(C)c1	0	101	-0.2	0	0	1	2	93	89
O=C(Nc1nc(-c2ccccc2)c(C(=O)c2ccccc2)s1)c1ccc(S(=O)(=O)N2CCCCC2)cc1	2	100	3.4	-1	3	6	13	99	104
CCN(CC(=O)Nc1cccc(S(=O)(=O)N2CCCC2)c1)CC(=O)Nc1ccccc1OC	0	105	1.8	8	7	-1	0	113	104
Cn1c(Nn2cnnc2)nc2ccccc21	1	102	0.4	-4	7	2	-2	105	112
CC(C)C(=O)Nc1nc(-c2ccc3c(c2)CCN3C(=O)C2CC2)cs1	0	104	-0.1	7	-1	7	-6	u	u
CN(C(=O)COC(=O)c1ccc([N+](=O)[O-])cc1)c1ccccc1	0	141	-0.5	3	3	-5	17	109	108
CC1CC(C)CN(C(=O)CCNS(=O)(=O)c2cccs2)C1 (centres undefined)	3	120	1.1	-9	-3	-7	0	91	94
COc1cc(CNC2CCCc3ccccc32)cc(OC)c1OC (centres undefined)	6	105	-0.1	8	6	1	4	107	105
COc1ccc(C(=O)Nc2ccc(Cl)cc2C(=O)NCc2ccco2)cc1OC	3	97	2.0	2	6	3	11	90	93
CCCc1cc(-c2ccc3c(c2)COc2c4ccccc4nn2-3)on1	5	95	3.9	5	-9	-9	0	110	92
CC(C)C(NC(=O)/C=C/c1cccc([N+](=O)[O-])c1)C(C)C	3	103	0.3	-2	1	4	31	107	101
CCCCNC(=O)C1CCC(CNS(=O)(=O)c2ccc(C)cc2)CC1 (centres undefined)	0	96	0.6	5	8	4	31	92	93
O=S(=O)(Nc1ccc(-c2cn3c(n2)SCC3)cc1)c1cccs1	1	88	2.1	13	0	-8	-1	113	114
O=C(OCC(=O)N1CCCC1=O)c1ncc(Cl)c(Cl)c1Cl	0	104	-3.0	-1	6	9	0	108	110
O=S(=O)(N/N=C\c1cccn1-c1ccccc1)c1ccc2ccccc2c1	0	103	-2.8	5	5	1	0	103	102
COC(=O)c1ccc2c(=O)n(CCN3CCOCC3)c(SCC(=O)Nc3ccc(OC)cc3OC)nc2c1	0	110	-0.6	-3	0	7	4	97	95
COc1ccc(C(=O)NCc2cccnc2)cc1	2	124	-0.7	9	3	-1	-1	96	100
NC(=O)C1CCN(C(=O)COc2cccc3cccnc23)CC1	0	93	-3.0	2	2	14	3	101	90
Cc1ccc(OCC(=O)Nc2ccc(N3CCN(S(C)(=O)=O)CC3)cc2)cc1C	2	96	0.4	4	7	1	4	97	100

Screening results deposited in PubChem BioAssay by several laboratories.
